FLuc modulator: counter-screen for miR-21 project: firefly luciferase inhibitors or activators; P08659; purified FLuc, Km substrates, luminescence inhibition; Potency, µM (titrated, usually from 57.5 µM), for inactives: top-dose activity change, negative = inhibition, hits mostly inhibitors; 6.9% of 360,000 active; AID 588342;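 also: plate controls were vehicle for no effect and reference inhibitor for full effect; nearly all actives have a fitted effect of over 55% in size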
Target sequence (P08659 whole entry, looked up): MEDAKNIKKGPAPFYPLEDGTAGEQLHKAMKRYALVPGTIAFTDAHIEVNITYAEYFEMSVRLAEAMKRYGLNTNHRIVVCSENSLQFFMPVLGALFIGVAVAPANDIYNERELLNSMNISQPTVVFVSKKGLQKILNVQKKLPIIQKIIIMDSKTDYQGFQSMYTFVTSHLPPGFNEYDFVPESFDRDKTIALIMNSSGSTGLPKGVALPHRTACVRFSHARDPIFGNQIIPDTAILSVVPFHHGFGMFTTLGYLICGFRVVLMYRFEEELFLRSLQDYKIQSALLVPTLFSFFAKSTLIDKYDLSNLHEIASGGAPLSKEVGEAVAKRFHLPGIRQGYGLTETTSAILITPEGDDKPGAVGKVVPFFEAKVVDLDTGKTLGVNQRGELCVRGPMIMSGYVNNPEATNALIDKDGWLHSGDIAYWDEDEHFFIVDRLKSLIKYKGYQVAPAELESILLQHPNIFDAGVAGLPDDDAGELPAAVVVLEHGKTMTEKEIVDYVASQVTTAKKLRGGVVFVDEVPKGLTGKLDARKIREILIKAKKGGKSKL
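Purified P. pyralis luciferase, 10 nM final, with Km-level 10 uM D-luciferin and 10 uM ATP in 50 mM Tris acetate pH 7.5, 10 mM Mg acetate, 0.01% Tween-20, 0.05% BSA; 6-point qHTS titration about 60 µM downward; luminescence read.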
VP16 counter: Gal4-VP16 reporter inhibition counter-screen; Drosophila S2 Gal4-VP16 UAS-luciferase, luminescence, 20 h; Potency, µM (series often up to 53.6 µM), for the others: at the top dose activity, negative = inhibition, hits mostly inhibitors; 3.5% of 310,000 active; AID 2546;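 also: Gal4-VP16 expression switched on by copper sulfate through the metallothionein promoter; % is scaled to controls: 0 for no effect and ±100 for the full control effect; nearly all actives have a fitted effect of over 50% in size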
NPC1 prom act: activates the NPC1 promoter; Huh7 NPC1 promoter luciferase reporter, 24 h; AID 485313; 2.4% of 320,000 active; Potency, µM (highest dose often 9.22 µM), for inactives: at the highest dose activation, actives largely listed as activators;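 also: % of control where 0% means no effect; nearly all actives have a fitted effect of over 60% in size; reporter is driven by a mutant NPC1 promoter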
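Huh7 cells stably carrying NPC1 promoter–luciferase, plated in Opti-MEM with 10% FBS for 2 h, were exposed to compound in DMSO for 24 h at 37 °C; luciferase reagent was added for 10 min and luminescence read.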
MBNL1-CUG inh: MBNL1-poly(CUG) RNA binding inhibition | Q9NR56 | TR-FRET MBNL1-His/biotin-(CUG)12 binding, 665/545 ratio | Potency, µM (highest dose often 57.5 µM), for inactives: at the top dose activity change, negative = inhibition, usual class: inhibitors | 0.036% of 280,000 active; active = well fitted inhibition curve with a large enough effect in the signal ratio, with a control signal flat, not every such curve was filed as active; inconclusive = small, poorly fitted or top-dose-only effect, or effect the other way, or a change in a side signal; inactive = no such curve, though single readings can be large or run the other way; the % refers to the signal ratio; also: % is scaled to controls: 0 for no effect and ±100 for the full control effect
Target sequence (Q9NR56 whole entry, looked up): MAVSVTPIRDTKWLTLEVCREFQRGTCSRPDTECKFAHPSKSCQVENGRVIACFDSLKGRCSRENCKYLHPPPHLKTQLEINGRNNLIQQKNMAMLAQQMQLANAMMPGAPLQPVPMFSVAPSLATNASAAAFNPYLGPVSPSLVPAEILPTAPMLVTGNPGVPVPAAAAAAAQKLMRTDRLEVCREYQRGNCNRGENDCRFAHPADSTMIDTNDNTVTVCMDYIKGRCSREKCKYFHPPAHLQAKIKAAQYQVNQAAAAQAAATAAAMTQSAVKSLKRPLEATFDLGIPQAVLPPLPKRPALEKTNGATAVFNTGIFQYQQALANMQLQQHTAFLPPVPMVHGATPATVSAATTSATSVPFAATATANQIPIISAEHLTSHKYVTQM
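Compounds (final 92 nM to 58 uM) are added to His-tagged MBNL1 and biotin-(CUG)12, then terbium anti-His antibody and streptavidin-XL665 (5 nM final). After 60 min at room temperature, the 665/545 nm ratio is read.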
ELG1 genotox: inducers of genotoxicity in HEK293T ELG1-luciferase cells | HEK293T ELG1-luciferase reporter, luminescence, 16 h | Potency, µM (highest dose often 46 µM), for the others: at the top dose activity change, positive = activation, actives largely listed as activators | 1.3% of 330,000 active | AID 504466; also: % of control where 0% means no effect; nearly all actives have a fitted effect of over 60% in size
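Quantitative HTS format in 1536-well plates. HEK293T ELG1-luciferase reporter cells receive test compound and are incubated 16 hr at 37 °C, 5% CO2; ONE-Glo added, 30 min room temperature, then luminescence read.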
p53 reactivation: restores transcriptional activity of mutant p53 | H1299 p53-A138V BP100-luciferase reporter, luminescence, 24 h | Potency, µM (series often up to 92.2 µM), for inactives: top-dose activity change, positive = activation, most hits filed as activators | 0.063% of 320,000 active | AID 504706; also: % of control where 0% means no effect; nearly all actives have a fitted effect of over 45% in size
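p53-null H1299 cells stably carrying temperature-sensitive p53-A138V and a BP100-luciferase reporter were pinned with compounds (4-point, 1:5 series) and held 24 hrs at 37 deg C. Luminescence was read 10 min after detection reagent.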
Rab9 promoter act: activators of Rab9 promoter | AID 485297 | Huh7 Rab9 promoter-luciferase reporter, luminescence, 24 h | Potency, µM (series often up to 9.22 µM), without a hit: at the highest dose activation, negative = inhibition, actives largely listed as activators | 2.8% of 320,000 active; also: % of control where 0% means no effect; nearly all actives have a fitted effect of over 60% in size
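Huh7 cells stably carrying Rab9 promoter–luciferase reporter, plated 1500 cells/well, compound added after 2 h and incubated 24 h at 37 °C; luciferase luminescence then read after 10 min with detection reagent.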
MLL CXXC-DNA inh: blocks binding of human MLL CXXC domain to DNA; Potency, µM (highest dose often 115 µM), for inactives: at the highest dose activity change, negative = inhibition, usual class: inhibitors; 0.037% of 290,000 active; MLL-CXXC / FITC-HOXA9 DNA fluorescence polarization; Q03164; active = well fitted inhibition curve with a large enough effect in the polarisation, with a control signal flat, not every such curve was filed as active; inconclusive = small, poorly fitted or top-dose-only effect, or effect the other way, or a change in a side signal; inactive = no such curve, though single readings can be large or run the other way; the % refers to the polarisation
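Purified MLL-CXXC (added from a 7 uM solution) was preincubated 5 min at ambient with pinned compounds in 50 mM Tris-HCl pH 7.5, 50 mM NaCl, 1 mM DTT, 0.05% BSA. Fluorescein-labeled HOX-A9 DNA (50 nM solution) followed, 30 min, then polarization read.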
BRCA1 expr up: activators of BRCA1 expression; MCF7-BRCA1-FFLuc reporter, luminescence, 48 h; response scale: scaled: vehicle 0%, 10 µM genistein 100%; Potency, µM (series often up to 46.1 µM), inactives show at the highest dose activation, actives largely listed as activators; 1.1% of 380,000 active; AID 624202; also: nearly all actives have a fitted effect of over 80% in size; some results filed as inactive show a strong effect at the top dose
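Cells: MCF7-BRCA1-FFLuc, 2000/well. Exposure: 48 h, 37 °C, 5% CO2. Read: luminescence, 15 min post-substrate. Controls: genistein 10 microM (maximal activation), DMSO (neutral).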
uPA generation: cell surface uPA generation inhibition. cell surface uPA generation assay, qHTS. 0.31% of 330,000 active. Potency, µM (series often up to 38.3 µM), for inactives: at the top dose activity change, negative = inhibition, usual class: inhibitors; active = well fitted inhibition curve with a large enough effect; inconclusive = small, poorly fitted or top-dose-only effect; inactive = no such curve, though single readings can be large or run the other way; tested in mouse RAW 264.7 cells; also: % is scaled to controls: 0 for no effect and ±100 for the full control effect; nearly all actives have a fitted effect of over 55% in size
RORg inh: inhibitors of mouse ROR gamma transcriptional activity; 5.4% of 310,000 active; Drosophila S2 Gal4-RORgamma UAS-luciferase reporter, 20 h; P51450; AID 2551; Potency, µM (doses to about 53.6 µM), for the others: at the top dose activity change, negative = inhibition, actives largely listed as inhibitors; also: % is scaled to controls: 0 for no effect and ±100 for the full control effect; nearly all actives have a fitted effect of over 60% in size
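Using a luciferase readout, inhibitors were identified by reduced reporter activity in Drosophila cells coexpressing a copper-inducible Gal4–ROR gamma fusion and UAS-driven Photinus luciferase, incubated 20 hr after 700 uM copper sulfate.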
Numbers without * were called inactive; u = inconclusive; x = no result given; & = joins results of further samples; [ ] = remark or other dose. Unless noted, calls follow the shape of the dose curve; as a rule, active = well fitted curve in the direction sought with a large enough effect; inconclusive = small, poorly fitted or top-dose-only effect, or another doubt; inactive = no such curve, though single readings can be large; an effect the other way counts as inactive or inconclusive. Potency is read from the fitted curve at half-maximal effect. Only part of the results is shown; the hit share may differ from the screen's.

SMILES	FLuc modulator	VP16 counter	NPC1 prom act	MBNL1-CUG inh	ELG1 genotox	p53 reactivation	Rab9 promoter act	MLL CXXC-DNA inh	BRCA1 expr up	uPA generation	RORg inh
CC1=C(C(=O)OCC2CCCO2)C(c2ccccc2)NC(=O)N1 (configuration not stated)	-8%	-8%	1%	-5%	-1%	-2%	-5%	2%	0%	2%	-1%
COc1ccccc1C(=O)Nc1nnc(SCC(=O)NCC2CCCO2)s1 (configuration not stated)	6µM*	-23%	1.4µM*	-4%	u	1%	3.5µM*	-8%	18%	-25%	u
CCOc1ccc2nc(SCC(=O)Nc3cccc(S(=O)(=O)NC4=NCCCCC4)c3)[nH]c2c1	21µM*	1%	0%	-3%	-5%	-5%	-6%	-5%	6%	0%	u
O=S(=O)(c1ccc(F)cc1)N1CCCNCC1	1%	1%	3%	3%	0%	-4%	1%	2%	13%	12%	0%
CC(CC(=O)N(C)C1CCCCC1)S(=O)(=O)c1ccc2c(c1)NC(=O)CO2 (configuration not stated)	3%	1%	-5%	-5%	0%	8%	-1%	-4%	0%	5%	4%
O=[N+]([O-])c1ccc(NNS(=O)(=O)c2cc(Cl)ccc2Cl)nc1	0%	u	3%	u	1%	13%	0%	6%	0%	-11%	13µM*
CCOCCCNCc1cccc(OC)c1	0%	2%[0.365 µM]	7%	0%	-10%	-10%	-1%	15%	-4%	x	-5%
CS(=O)(=O)NN1C(=O)c2ccccc2NC1c1cc2ccccc2nc1Cl (configuration not stated)	-10%	5%	1%	x	4%	9%	-2%	0%	6%	-3%	-9%[10 µM]
Cc1nn(CCC(=O)NNC(=S)Nc2ccc(F)cc2)c(C)c1[N+](=O)[O-]	2%	-5%	-1%	-4%	-1%	-5%	-2%	-5%	6%	-2%	44%
Cc1[nH]nc(N=CC2=C(O)CC(C)(C)CC2=O)c1-c1ccccc1	13µM*	4%	-4%	2%	18%	10%	0%	14%	53%&8%	1%&-1%	-35%
CCC1(C)OCC(Cn2c3ccccc3c3ccccc32)O1 (configuration not stated)	-3%	2%	0%	-6%	0%	8%	-7%	-1%	x	x	u
CC1=C(C(N)=O)C(c2ccc(F)cc2)n2nc(CCCO)nc2N1 (configuration not stated)	2%	7%	-1%	-4%	0%	2%	-32%[inhibitor]	4%	-24%	7%	-6%

Whole records as entered above:
CCC1(C)OCC(Cn2c3ccccc3c3ccccc32)O1 (configuration not stated) in the list: FLuc modulator = -3%; VP16 counter = 2%; NPC1 prom act = 0%; MBNL1-CUG inh = -6%; ELG1 genotox = 0%; p53 reactivation = 8%; Rab9 promoter act = -7%; MLL CXXC-DNA inh = -1%; BRCA1 expr up = x; uPA generation = x; RORg inh = u
O=S(=O)(c1ccc(F)cc1)N1CCCNCC1 in the list: FLuc modulator = 1%; VP16 counter = 1%; NPC1 prom act = 3%; MBNL1-CUG inh = 3%; ELG1 genotox = 0%; p53 reactivation = -4%; Rab9 promoter act = 1%; MLL CXXC-DNA inh = 2%; BRCA1 expr up = 13%; uPA generation = 12%; RORg inh = 0%
CCOc1ccc2nc(SCC(=O)Nc3cccc(S(=O)(=O)NC4=NCCCCC4)c3)[nH]c2c1 in the list: FLuc modulator = 21µM*; VP16 counter = 1%; NPC1 prom act = 0%; MBNL1-CUG inh = -3%; ELG1 genotox = -5%; p53 reactivation = -5%; Rab9 promoter act = -6%; MLL CXXC-DNA inh = -5%; BRCA1 expr up = 6%; uPA generation = 0%; RORg inh = u

Going on with the list:
SMILES	FLuc modulator	VP16 counter	NPC1 prom act	MBNL1-CUG inh	ELG1 genotox	p53 reactivation	Rab9 promoter act	MLL CXXC-DNA inh	BRCA1 expr up	uPA generation	RORg inh
CC(=O)Nc1ccc(Cc2ccncc2)cc1	0%	5%[0.365 µM]	0%	-2%	1%	0%	2%	-3%	22%	0%	-22%
COC(C[C@H]1O[C@@H]1[C@H](O)COCc1ccccc1)OC	-1%	-86%	2%	6%	3%	8%	-3%	0%	2%	16%	0%
CCC1=NN(C(=O)C(=O)Nc2ccccc2OC)C(O)(C(F)(F)F)C1 (configuration not stated)	-1%	u	1%	6%	-6%	-3%	-3%	-12%	0%	-7%	13µM*
Cc1ccc(NC(=O)CCC(=O)c2ccc(F)cc2)cc1Cl	1%	-2%	4%	-1%	-1%	-1%	1%	-11%	3%	0%	-4%
Cc1cc(NCCN2CCOCC2)n2ncc(-c3ccccc3)c2n1	7.6µM*	10µM*	0.71µM*	-1%	8.2µM*	22%	1.6µM*	5%	73%	-7%	3.5µM*
C=CCn1c(Cn2nnc3ccccc32)nnc1SCC(=O)N/N=C/c1cc(Br)cc(OC)c1O	2%	1%	-1%	20%	2%	-1%	-3%	27%	-18%	4%	14%
COc1ccc(-c2nnc(SCC(=O)NCc3cccs3)n2C)cc1	6%	-9%	1%	-5%	-1%	-14%	2%	-1%	0%	8%	-2%
CCOC(=O)c1c(S(=O)(=O)N2CCCC(C(=O)Nc3ccc(C)cn3)C2)c(C)n(C)c1C (configuration not stated)	-2%&6%	-8%	1%	-7%	0%	-2%	-7%	-4%	1%	-15%	1%
Cc1cc(NC(=O)COc2ccc3ccccc3c2)no1	-9%	10%	10%	208%[activator]	13%	13%	2%	-2%	-2%	7%	-7%
O=C(Nc1cccc(Cl)c1)OCc1cncs1	-18%	-7%	13%	3%	3%	2%	24%	-4%	32%	-3%	u
COC(C(=O)Nc1c(F)cccc1F)c1ccccc1 (configuration not stated)	-7%	-5%	-4%	-4%	-3%	0%	-2%	8%	2%	-1%	28%
Cc1nc(NC(=O)CN2CCOCC2)sc1-c1ccccc1	u	-21%	u	-2%	12%	u	u	3%	88%	0%	-2%
CCCn1c(N2CCN(Cc3ccc(Cl)cc3)CC2)nc2ccccc21	6%	u	0%	2%	-5%	2%	-17%	-8%	-38%	-11%	11µM*
CC(C)C1N=C(c2ccc3c(c2)OCO3)CC(c2ccccc2O)N1 (configuration not stated)	11µM*	-1%	u	2%	18%	u	u	1%	0%	10µM*	-27%
CCOC(=O)Nc1ccc(NC(=O)c2c(OC)cccc2OC)cc1	3%	10%	-1%	-1%	-1%	-7%	0%	3%	-4%	7%	5%
Cc1cccc(/C(N)=N/OC(=O)COc2ccc(Cl)cc2)c1	-17%	3%	4%	0%	6%	2%	-2%	4%	44%	-4%	15%
COc1ccccc1CNC(=O)C/C(C)=N/NC(=O)Cc1ccc(OC)c(OC)c1	5%	-1%	0%	9%	-1%	-8%	-4%	10%	-8%	0%	22%
Cc1cc(C)c(OCC(=O)N(Cc2cccs2)C2CCS(=O)(=O)C2)c(C)c1 (configuration not stated)	1%	0%	-4%	-3%	-1%	-4%	1%	11%	3%	11%	4%
O=C(Nc1ccccc1)Nc1c(F)cccc1F	u	2%	17%	0%	5%	5%	4%	36%[activator]	71%	-2%	0%
Cc1cc2c(=O)[nH]c(Cc3ccccc3)nc2s1	-1%	-4%	-5%	24%	1%	-9%	3%	0%	-5%	1%	25%
COCCn1c(=S)[nH]c2cc(C(=O)NCC3CCCO3)ccc2c1=O (configuration not stated)	-7%	-2%	-1%	-8%	-1%	0%	-1%	10%	-30%	x	u
Cc1cc(Cl)c(Cl)cc1S(=O)(=O)NCCCn1ccnc1	2%	x	-3%	-2%	3%	x	4%	2%	-4%	6%	x
O=C(Nc1ccccc1)O/N=C/c1ccncc1	u	-14%	3%	-2%	7%	5%	5%	6%	66%	0%	u
O=C(NCc1ccc(Cl)cc1)c1ccc2nc[nH]c2c1	0%	0%	0%	x	1%	0%	1%	2%	-2%	12%	10%
COc1ccc(CN(C)CC(O)COC(c2ccccc2)c2ccccc2)c(OC)c1OC (configuration not stated)	2%	6%	-1%	-8%	-8%	-8%	-6%	-15%	-29%	-3%	-2%
Cc1ccc(Cl)c(Cn2cnc3c(cnn3C(C)(C)C)c2=O)c1F	u	x	-4%	x	-1%	u	-4%	x	0%	10%	x
O=C(NCc1ccco1)C(=O)c1cn(CC(=O)N2CCCCCC2)c2ccccc12	-7%	-4%	1%	13%	2%	-1%	1%	u	-5%	2%	u

Compound activity from PubChem BioAssay.
